PGK inhibitor: qHTS Assay to Find Inhibitors of Phosphoglycerate Kinase; Phosphoglycerate kinase, glycosomal (Trypanosoma brucei brucei), P07378; hit rate 0.043% among 380,000; Potency, µM (top dose mostly 57.5 µM), for inactives: top-dose activity change, negative = inhibition, hits mostly inhibitors; PGK/GAPDH coupled, Kinase-Glo luminescence, 60 min; AID 602233, 2012; also: % is scaled to controls: 0 for no effect and ±100 for the full control effect; nearly all actives have a fitted effect of over 60% in size
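Recombinant glycosomal PGK reaction used 1,3-bisphosphoglycerate generated in-well by GAPDH (100nM final) in 100mM TEA pH 7.6, 5mM MgCl2, 0.01% Tween-20. After 60 minutes at room temperature, ATP was read by Kinase-Glo Plus luminescence end-point.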
JMJD2A Tudor: qHTS Assay for Inhibitors of JMJD2A-Tudor Domain. Potency, µM (highest dose often 114 µM), for inactives: at the top dose activity change, negative = inhibition, hits mostly inhibitors. AlphaScreen JMJD2A-Tudor / H3K4me3 peptide binding. hit rate 4.4% among 390,000. AID 504339, 2011. Lysine-specific demethylase 4A (Homo sapiens), O75164; also: % is scaled to controls: 0 for no effect and ±100 for the full control effect; nearly all actives have a fitted effect of over 50% in size
BAZ2B inh: qHTS Assay for Inhibitors of BAZ2B; Bromodomain adjacent to zinc finger domain protein 2B (Homo sapiens), Q9UIF8; AlphaScreen BAZ2B-H3K14Ac peptide displacement; Potency, µM (titrated, usually from 114 µM), for inactives: top-dose activity change, negative = inhibition, most hits filed as inhibitors; hit rate 4.4% among 360,000; also: % is scaled to controls: 0 for no effect and ±100 for the full control effect; nearly all actives have a fitted effect of over 60% in size
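BAZ2B (50 nM) with biotin-H3(5-23)K14Ac peptide (50 nM) in PBS pH 7.4, 0.01% Tween-20, preformed 30 min, then compound 30 min at room temperature; top concentration 110uM. AlphaScreen streptavidin donor/nickel chelate acceptor beads (10 ug/mL final), 20 min dark, signal read.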
GLS inhibitor: qHTS for Inhibitors of Glutaminase (GLS) | AID 624170, 2012 | Glutaminase kidney isoform, mitochondrial (Homo sapiens), O94925 | GLS enzymatic activity, qHTS titration | hit rate 0.21% among 410,000 | Potency, µM (highest dose often 45.5 µM), for inactives: at the top dose activity change, negative = inhibition, most hits filed as inhibitors; also: % is scaled to controls: 0 for no effect and ±100 for the full control effect
Target sequence (O94925 whole entry, looked up, canonical isoform): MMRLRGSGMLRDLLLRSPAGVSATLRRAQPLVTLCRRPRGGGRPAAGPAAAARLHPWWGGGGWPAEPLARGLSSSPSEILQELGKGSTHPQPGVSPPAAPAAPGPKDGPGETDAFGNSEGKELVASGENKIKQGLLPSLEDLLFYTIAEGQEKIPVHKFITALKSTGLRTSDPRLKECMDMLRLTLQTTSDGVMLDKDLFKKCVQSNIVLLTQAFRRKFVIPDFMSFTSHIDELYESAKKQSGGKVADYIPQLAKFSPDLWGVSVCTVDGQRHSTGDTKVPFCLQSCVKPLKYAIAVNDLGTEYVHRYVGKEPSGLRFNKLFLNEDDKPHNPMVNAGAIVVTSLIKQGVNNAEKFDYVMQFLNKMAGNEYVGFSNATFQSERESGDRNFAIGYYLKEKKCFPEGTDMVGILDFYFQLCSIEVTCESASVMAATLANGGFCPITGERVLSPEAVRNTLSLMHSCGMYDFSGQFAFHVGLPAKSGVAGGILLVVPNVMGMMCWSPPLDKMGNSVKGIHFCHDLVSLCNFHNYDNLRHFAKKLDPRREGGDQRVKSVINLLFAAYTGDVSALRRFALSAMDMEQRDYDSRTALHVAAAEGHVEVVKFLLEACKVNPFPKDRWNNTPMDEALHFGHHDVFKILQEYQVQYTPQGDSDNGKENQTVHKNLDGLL
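Enzyme dispensed in phosphate buffer (45 mM, pH 8.2, 0.02% Tween-20), compounds pinned in, then 1 mM L-glutamine solution and the glutamate oxidase–HRP–Amplex Red mix added; fluorescence read immediately and again after 30 min at room temperature.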
HP1b chromo inh: HTS for Inhibitors of HP1-beta Chromodomain Interactions with Methylated Histone Tails. AID 540317, 2011. hit rate 0.56% among 390,000. Potency, µM (titrated, usually from 114 µM), for the others: top-dose activity change, negative = inhibition, most hits filed as inhibitors. AlphaScreen HP1-beta / biotin-H3K9me3 peptide binding; also: nearly all actives have a fitted effect of over 70% in size; inactives centre near 23
Target sequence (P83916 whole entry, looked up): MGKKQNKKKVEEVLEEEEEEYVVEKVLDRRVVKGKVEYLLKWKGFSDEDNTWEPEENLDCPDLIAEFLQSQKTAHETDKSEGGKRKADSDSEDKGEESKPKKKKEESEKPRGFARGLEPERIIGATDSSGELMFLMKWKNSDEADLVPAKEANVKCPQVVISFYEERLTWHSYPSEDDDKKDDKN
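AlphaScreen: HP1-beta (50 nM) preformed 30 min with biotin-H3(1-18)K9me3 peptide (50 nM) in PBS pH 7.4, 0.01% Tween-20. Compound added for 30 min at RT, then streptavidin donor/nickel chelate acceptor beads (10 ug/mL) for 30 min.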
BLM inh: qHTS Assay for Inhibitors of Bloom's syndrome helicase (BLM). RecQ-like DNA helicase BLM (Homo sapiens), P54132. recombinant BLM DNA unwinding, fluorescence dequenching. Potency, µM (series often up to 56.1 µM), inactives show top-dose activity change, negative = inhibition, usual class: inhibitors. hit rate 0.2% among 350,000;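 also: plate controls were vehicle for no effect and no enzyme for full effect; nearly all actives have a fitted effect of over 35% in size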
POLI inh: qHTS for Inhibitors of Polymerase Iota | DNA polymerase iota (Homo sapiens), Q9UNA4 | Potency, µM (titrated, usually from 115 µM), inactives show at the top dose activity, negative = inhibition, usual class: inhibitors | hit rate 1% among 390,000 | Pol iota fluorescent replication assay, 10 min
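Fluorescent replication assay read twice, at 0 min and 10 min after adding 50 nM (final) substrate. Enzyme (10 nM) and compounds were first incubated 15 min at room temperature; enzyme-free buffer wells were negative controls.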
Pin1 inh: qHTS Assay to Find Inhibitors of Pin1; Peptidyl-prolyl cis-trans isomerase NIMA-interacting 1 (Homo sapiens), Q13526; Pin1 FP peptide displacement, HiFluor488, 10 min; Potency, µM (titrated, usually from 115 µM), inactives show at the top dose activity, negative = inhibition, usual class: inhibitors; hit rate 0.009% among 390,000; AID 504891, 2011; active = well fitted inhibition curve with a large enough effect in the polarisation, with a control signal flat, not every such curve was filed as active; inconclusive = small, poorly fitted or top-dose-only effect, or effect the other way, or a change in a side signal; inactive = no such curve, though single readings can be large or run the other way; the % refers to the polarisation; also: % is scaled to controls: 0 for no effect and ±100 for the full control effect
Target sequence (Q13526 whole entry, looked up): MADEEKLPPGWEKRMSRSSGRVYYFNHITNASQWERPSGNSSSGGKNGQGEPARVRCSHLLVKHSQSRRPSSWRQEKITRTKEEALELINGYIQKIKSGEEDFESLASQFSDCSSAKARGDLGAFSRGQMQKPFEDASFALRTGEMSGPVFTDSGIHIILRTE
G9a inh: qHTS Assay for Inhibitors of Histone Lysine Methyltransferase G9a | G9a H3K9 monomethylation, AlphaScreen, 2 h | AID 504332, 2011 | hit rate 8.8% among 350,000 | Histone-lysine N-methyltransferase EHMT2 (Homo sapiens), Q96KQ7 | Potency, µM (series often up to 102 µM), for inactives: at the highest dose activity, negative = inhibition, hits mostly inhibitors; also: % is scaled to controls: 0 for no effect and ±100 for the full control effect; nearly all actives have a fitted effect of over 75% in size
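Step 1: enzyme (final 20 nM) with compound, 15 min RT. Step 2: substrate peptide 500 nM and SAM 20 uM, 2 h RT. Step 3: anti-H3K9me1 antibody and AlphaScreen beads, 10 min, then plate read.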
Numbers without * were called inactive; i = inactive; ? = inconclusive; nt = no result given; [ ] = remark or other dose. Unless noted, calls follow the shape of the dose curve; as a rule, active = well fitted curve in the direction sought with a large enough effect; inconclusive = small, poorly fitted or top-dose-only effect, or another doubt; inactive = no such curve, though single readings can be large; an effect the other way counts as inactive or inconclusive. Potency is read from the fitted curve at half-maximal effect.

PGK inhibitor,JMJD2A Tudor,BAZ2B inh,GLS inhibitor,HP1b chromo inh,BLM inh,POLI inh,Pin1 inh,G9a inh,Molecule
-1%,-14%,nt,4%,27%,-4%,59%[activator],4%,9%,NS(=O)(=O)c1ccc(CCNC(=O)COC(=O)CCc2ccccc2)cc1
-1%,14%,-2%,-2%,37%[activator],-8%,48%[activator],5%,22%,CCN(c1cccc2ccccc12)S(=O)(=O)c1ccc(Cl)nc1
i,-2%,4%,-3%,56%[activator],-6%,35%[activator],-7%,4%[59 µM],CCOC(=O)c1sc(NC(=O)c2cc(-c3ccc(F)cc3)on2)c(C(=O)OCC)c1C
11%,-8%,17%,-2%,34%,31%[activator],1%,-3%,3%[59 µM],CCN(CC)CCOc1ncnc2c1oc1ccccc12
2%,-31%,-13%,3%,29%,-10%,-5%,?,?,O=C(Cn1ncc2c3ccccc3n(Cc3ccc(Cl)cc3)c2c1=O)N1CCCCCC1
6%,-20%,-1%,-5%,33%,6%,40%[activator],-7%,20%,CCn1c(Cc2ccccc2)nnc1SCc1ccc([N+](=O)[O-])cc1
i,-15%,-6%,-5%,34%,-17%,?,37%[activator],19%[59 µM],COc1cccc(/C=N/Nc2cc(-n3nc(C)cc3-c3ccccc3)ncn2)c1O
2%,-11%,13%,-11%,44%[activator],-10%,-14%,5%,0%[59 µM],O=C(Nc1ccccc1Br)c1cc(S(=O)(=O)NC2CCCCC2)ccc1F
5%,-25%,3%,10%,45%[activator],2%,31%[activator],-1%,-22%,CCOC(=O)c1[nH]c2ccccc2c1NC(=O)c1ccc(S(=O)(=O)N(C)C)cc1
7%,-4%,7%,13%,34%,1%,6%,18%,33%[59 µM],CCOC(=O)c1cnc(Nc2nc3ccccc3o2)nc1CSC(=S)N1CCCCC1
i,-13%,-23%,-6%,30%,0%,23%,-1%,-5%,COc1ccc(C(=O)NC2CC2)cc1OC1CCN(Cc2cnn(C)c2)CC1
0%,-14%,9%,5%,13%,-9%,16%,?,?,CCOc1ccccc1C(=O)N1CCC(n2nnc3cc(C(F)(F)F)ccc32)CC1
0%,-8%,-2%,15%,-1%,4%,18%,2%,-7%,O=C(OCc1cccc([N+](=O)[O-])c1)c1ccc[nH]c1=O
-3%,-32%[57.1 µM],-35%,?,?,0%,?,1%,?,CN(C)c1ccc(/C=N/N=C(N)N)cc1[N+](=O)[O-]
nt,?,?,-3%,27%,-4%,0%,?,71µM*,O=c1c2ccccc2c(/C=N/n2cnnc2)c(O)n1-c1ccccc1F
-11%,5%,22%,1%,95%[activator],-9%,-1%,14%,39%[activator],COc1ccc(CNC(=O)c2c(N)n(CCCN3CCOCC3)c3nc4ccccc4nc23)cc1
-5%,?,?,nt,-19%,-4%,33%[activator],-5%,5%[59 µM],CCOc1cc(NC(=S)NCC2CCCO2)c(OCC)cc1NC(=O)c1ccccc1 (stereo unspecified)
i,-19%,-14%,-14%,11%,-6%,138%[activator],-9%,-1%,CC(=O)c1ccc(OCc2cc([N+](=O)[O-])cc3c2OCOC3)cc1
-2%,-16%,-6%,0%,44%[activator],-4%,2%,-3%,50µM*,CCOC(=O)CNC(=O)CSc1nnc(-c2cccc(OC)c2)n1CC
-2%,50µM*,-5%,-8%,-25%,-5%,25%,-6%,?,COCc1nnc(NC(=O)CCCOc2ccccc2OC)s1

(continued)
PGK inhibitor,JMJD2A Tudor,BAZ2B inh,GLS inhibitor,HP1b chromo inh,BLM inh,POLI inh,Pin1 inh,G9a inh,Molecule
-9%,-17%,-27%,-1%,-1%,-1%,25%,-8%,-4%,CCCCCc1c(O)nc(SCCN2CCOCC2)[nH]c1=O
-5%,9%,1%,8%,34%,-4%,160%[activator],-2%,66%[activator],Cn1nnnc1SCc1cccc2ccccc12
-5%,-11%,-20%,29%,21%,-2%,23%,5%,-22%,COc1ccc(N2CCN(C(=O)CNC(=O)Cc3ccc(Cl)cc3)CC2)cc1
8%,-12%,-2%,2%,16%,-8%,-6%,19%,-51%[59 µM],Cc1ccc(-c2nnc(Nc3cccc(Cl)c3)c3ccccc23)cc1S(=O)(=O)NCC1CCCO1 (stereo unspecified)
i,-3%,-8%,2%,26%,-1%,-3%,-3%,10%,O=C(NCCCNC(=O)c1ccccc1F)c1ccco1
-5%,-8%,-9%,3%,23%,-6%,115%[activator],-3%,nt,O=C(NCc1nc2ccccc2[nH]1)c1c(F)c(F)c(F)c(F)c1F
3%,-10%,8%,4%,10%,1%,7%,4%,11%[59 µM],C=CCn1c(SCC(=O)c2[nH]c(C)c(C(=O)OC)c2C)nc2scc(-c3ccc(OC)c(OC)c3)c2c1=O
i,-14%,1%,-7%,13%,4%,80%[activator],?,11%[59 µM],CCOc1cc(/C=N/NS(=O)(=O)c2ccc(OC)cc2)ccc1OCCN1CCOCC1
-1%,-15%[11.4 µM],-14%,6%,22%,-5%,12%,-4%,-5%,O=C(CSc1nc2ccccc2n1Cc1ccccc1)N/N=C/c1ccccc1C(=O)O
1%,-4%,-18%,5%,56%[activator],-6%,5%,1%,-24%[12.7 µM],COc1ccc(C)cc1S(=O)(=O)Nc1ccc(F)cc1
-4%,3%,-4%,0%,24%,2%,51%[activator],3%,?,CCCNS(=O)(=O)c1ccc(CCC(=O)N2CCCC2)cc1
i,-16%,-20%,-12%,13%,-11%,12%,2%,?,O=C1CSC2(C(=O)N(Cc3cccc(F)c3)c3ccccc32)N1c1cccc(C(F)(F)F)c1 (stereo unspecified)
i,-19%,-1%,-1%,32%,2%,?,-2%,4%[59 µM],C=CCNC(=O)c1cnc2n(c1=O)CCS2
-6%,-25%,9%[57.1 µM],19%,38%,-3%,18%,-4%,nt,O=c1c2ccccc2oc2ccc(NCCCN3CCOCC3)cc12
-6%,-5%,-11%,2%,6%,-3%,-7%,7%,6%[59 µM],Cc1ccc(S(=O)(=O)CCC(=O)Nc2nc3c(s2)CCCC3)cc1
-5%,?,?,-2%,?,-11%,76%[activator],4%,?,CC1CCN(c2oc(-c3ccco3)nc2S(=O)(=O)c2ccccc2)CC1
0%,26%,-2%,-8%,51%[activator],0%,?,-1%,-3%[59 µM],CCCCN1C=C(C(=O)OC)C(c2ccccc2C(F)(F)F)C(C(=O)OC)=C1
-3%,-2%,nt,-4%,38%,-8%,72%[activator],-1%,31%,COc1cc(C(=O)N/N=C/c2sccc2C)cc(OC)c1OC
i,-11%,-32%,17%,12%,0%,-2%,3%,-25%[59 µM],CCS(=O)(=O)c1ccc(O)c(Nc2cc(C)nc(SC)n2)c1
?,40µM*,14µM*,0%,21%,-6%,11%,0%,61%[activator][12.7 µM],COc1cccc(/C=N/Nc2nccnc2Cl)c1O
i,-35%,-31%,-2%,29%,-5%,?,23%,40µM*,CCCCn1c(SCC(=O)N2CCN(c3ccccc3)CC2)nc2ccsc2c1=O

Structures shown so far that have an aryl thioether with sulfur outside any ring:
PGK inhibitor,JMJD2A Tudor,BAZ2B inh,GLS inhibitor,HP1b chromo inh,BLM inh,POLI inh,Pin1 inh,G9a inh,Molecule
6%,-20%,-1%,-5%,33%,6%,40%[activator],-7%,20%,CCn1c(Cc2ccccc2)nnc1SCc1ccc([N+](=O)[O-])cc1
-2%,-16%,-6%,0%,44%[activator],-4%,2%,-3%,50µM*,CCOC(=O)CNC(=O)CSc1nnc(-c2cccc(OC)c2)n1CC
-9%,-17%,-27%,-1%,-1%,-1%,25%,-8%,-4%,CCCCCc1c(O)nc(SCCN2CCOCC2)[nH]c1=O
-5%,9%,1%,8%,34%,-4%,160%[activator],-2%,66%[activator],Cn1nnnc1SCc1cccc2ccccc12
3%,-10%,8%,4%,10%,1%,7%,4%,11%[59 µM],C=CCn1c(SCC(=O)c2[nH]c(C)c(C(=O)OC)c2C)nc2scc(-c3ccc(OC)c(OC)c3)c2c1=O
-1%,-15%[11.4 µM],-14%,6%,22%,-5%,12%,-4%,-5%,O=C(CSc1nc2ccccc2n1Cc1ccccc1)N/N=C/c1ccccc1C(=O)O
i,-11%,-32%,17%,12%,0%,-2%,3%,-25%[59 µM],CCS(=O)(=O)c1ccc(O)c(Nc2cc(C)nc(SC)n2)c1
i,-35%,-31%,-2%,29%,-5%,?,23%,40µM*,CCCCn1c(SCC(=O)N2CCN(c3ccccc3)CC2)nc2ccsc2c1=O

Only part of the results is shown, so the mix of outcomes need not match the whole.
